# RPL19A TOR yeast – alters RPL19A-GFP fluorescence in TOR pathway yeast screen | hit rate 0.3% among 330,000 | percent response vs DMSO, % at 10 µM | S. cerevisiae RPL19A-GFP strain, flow cytometry, 3 h; active compounds read low;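 active = percent response vs DMSO below 50%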;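 note: median channel GFP fluorescence of the barcoded RPL19A-GFP strain; ratio of sample median GFP to plate DMSO average so 100% = DMSO; lower means less RPL19A-GFP as with rapamycin TOR inhibition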
# EBNA-1 inh – blocks EBNA-1 binding to DNA; EBNA-1 DNA binding, fluorescence polarization; inhibition, % at 14.8 µM; hit rate 0.34% among 300,000; AID 1950; in the data active = inhibition above about 28%
# AHR act – activators of human aryl hydrocarbon receptor; P35869; AHR-responsive luciferase reporter cells, luminescence; activation, % at 5 µM; hit rate 2.5% among 320,000; AID 2796; in the data active = activation above about 47%;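 note: 0% = vehicle wells and 100% = reference agonist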
# Target sequence (P35869 whole entry, looked up): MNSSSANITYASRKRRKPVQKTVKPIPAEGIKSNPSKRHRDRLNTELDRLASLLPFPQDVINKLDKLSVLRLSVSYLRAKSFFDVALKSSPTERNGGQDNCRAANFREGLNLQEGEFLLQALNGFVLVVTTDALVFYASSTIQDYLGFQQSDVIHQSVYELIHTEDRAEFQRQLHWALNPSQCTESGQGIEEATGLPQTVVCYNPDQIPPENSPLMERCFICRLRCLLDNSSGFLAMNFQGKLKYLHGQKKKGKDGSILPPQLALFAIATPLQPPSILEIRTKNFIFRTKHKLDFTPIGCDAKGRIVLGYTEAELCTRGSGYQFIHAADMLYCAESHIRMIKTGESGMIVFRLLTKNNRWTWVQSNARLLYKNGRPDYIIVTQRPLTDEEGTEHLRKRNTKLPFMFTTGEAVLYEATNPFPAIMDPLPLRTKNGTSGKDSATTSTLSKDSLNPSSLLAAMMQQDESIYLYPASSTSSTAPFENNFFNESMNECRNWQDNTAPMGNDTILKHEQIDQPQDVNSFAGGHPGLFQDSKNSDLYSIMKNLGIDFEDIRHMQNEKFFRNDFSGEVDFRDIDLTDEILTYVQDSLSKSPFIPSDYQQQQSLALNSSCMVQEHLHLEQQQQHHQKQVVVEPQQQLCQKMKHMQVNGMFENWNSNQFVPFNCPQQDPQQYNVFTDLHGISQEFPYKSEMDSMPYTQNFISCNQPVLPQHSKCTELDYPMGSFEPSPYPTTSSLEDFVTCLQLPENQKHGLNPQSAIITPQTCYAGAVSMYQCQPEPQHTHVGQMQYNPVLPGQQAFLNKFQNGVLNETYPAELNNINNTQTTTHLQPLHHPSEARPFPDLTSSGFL
# LAP4 TOR yeast – modulators of TOR pathway LAP4-GFP in S. cerevisiae; hit rate 0.34% among 320,000; AID 2023; S. cerevisiae LAP4-GFP multiplex, flow cytometry GFP, 3 h; median GFP as percent of DMSO wells; GFP response vs DMSO, % at 10 µM;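 active = GFP response vs DMSO above a set limit, about the screen mean plus 3 SD, cut at about 150% in these data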
# proCasp7 act – activates human procaspase-7, counter-screen for procaspase-3 activators; P55210; recombinant procaspase-7, Ac-DEVD-pNA absorbance 405 nm; D23A/D198A/D206A triple mutant, cannot self-cleave; scale: DMSO 0, 5 µM enzyme 100; AID 463210; activation, % at 8.5 µM; hit rate 0.093% among 330,000;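 active = percent activation above the screen-wide mean plus 3 SD, cut at about 25% in these data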
#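 Detection: p-Nitroaniline absorbance at 405 nm, read at 0 and 120 min; system: Uncleavable procaspase-7 mutant enzyme; evaluation: % activation from two-timepoint absorbance difference, scaled to controls; times: 1 h enzyme–compound preincubation and 2 h substrate reaction, both 25 °C; buffer or medium: Zinc-free HEPES pH 7.4 with 300 mM NaCl, 0.01% Triton X-100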
# procasp3 activ – activates human procaspase-3; P42574; recombinant procaspase-3 D3A, Ac-DEVD-pNA absorbance 405 nm; activation, % at 8.5 µM; hit rate 0.11% among 330,000; AID 463141;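 active = activation above the mean of all tested compounds plus 3 SD, cut at about 21% in these data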;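 note: 0% = DMSO alone and 100% = DMSO wells spiked with extra 5 µM PC-3 D3A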
# Target sequence (P42574 whole entry D9A/D28A/D175A): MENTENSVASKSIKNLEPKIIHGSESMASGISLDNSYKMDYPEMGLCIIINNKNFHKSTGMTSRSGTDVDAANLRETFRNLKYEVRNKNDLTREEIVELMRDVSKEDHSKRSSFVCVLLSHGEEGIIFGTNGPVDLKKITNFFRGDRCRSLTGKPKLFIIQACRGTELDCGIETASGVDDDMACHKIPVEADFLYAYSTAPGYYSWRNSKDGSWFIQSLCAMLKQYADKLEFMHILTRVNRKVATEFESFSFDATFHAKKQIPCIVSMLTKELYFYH
#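 Technique: 405 nm absorbance of p-nitroaniline, reads at 0 and 120 min; Test system: Procaspase-3 D3A mutant; Incubation: 1 h enzyme-compound preincubation, then 2 h substrate reaction, 25 °C; Repeats: singlicate, each compound tested once; Benchmarks: low control DMSO wells, high control DMSO plus 5 µM PC-3 D3A.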
# ZTA counter – ZTA (EBV) inhibition in EBNA-1 counter-screen | P03206 | ZTA-DNA binding, fluorescence polarization | inhibition, % at 11 µM | hit rate 0.15% among 320,000 | AID 2234; in the data active = inhibition above about 33%
# MEP2 TOR yeast – alters MEP2-GFP fluorescence in TOR pathway yeast screen; S. cerevisiae MEP2-GFP strain, flow cytometry GFP, 3 h; 100% = DMSO control level; GFP response vs DMSO, % at 10 µM; hit rate 0.51% among 330,000; AID 2016;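 active = GFP response versus DMSO above a set limit, roughly screen mean plus 3 SD, cut at about 180% in these data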;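 note: median GFP fluorescence of the barcode-gated MEP2-GFP cells per well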
# Active calls of the source: *; . = not tested or not shown; [ ] = remark or other dose.
SMILES,RPL19A TOR yeast,EBNA-1 inh,AHR act,LAP4 TOR yeast,proCasp7 act,procasp3 activ,ZTA counter,MEP2 TOR yeast
COc1cc2c(cc1O)CC[C@@H]1[C@@H]2CC[C@]2(C)[C@@H](O)CC[C@@H]12,92.4,-4.7,6.0,144.2,-6.9,-0.1,-7.4,91.7
Cc1cc(=O)c(C(=O)O)cn1Nc1ccc(Cl)cc1,92.4,2.4,3.8,86.5,9.5,6.2,1.5,90.1
CCC(=O)Nc1ccc(C(=O)OCc2ccccc2Cl)cc1,98.8,2.1,3.1,113.0,-5.3,-6.0,5.1,97.6
Cc1ccc(-c2cc(C(=O)N3CCCC(C(F)(F)F)C3)c3ccccc3n2)o1 (stereo unspecified),104.0,-10.6,7.2,103.1,-15.4,-15.0,-17.8,97.4
CC1(C)CC(=O)C(C(=O)Cc2ccccc2[N+](=O)[O-])C(=O)C1,100.6,-13.7,7.6,80.9,-1.6,-4.3,-11.1,90.9
Cc1cccc(NC(=O)c2ccc3c(c2)C(=O)N(c2ccccn2)C3=O)c1C,89.6,9.5,1.6,103.9,1.8,3.0,10.9,105.9
COc1ccc(C(=O)NC(=S)N2CCOCC2)cc1Br,107.4,-3.4,3.2,72.6,-13.1,-6.3,2.0,102.2
CC12CN3CCN(CC(C3)/C1=N\NC(=O)Nc1cccc(Cl)c1)C2,100.9,-14.7,4.0,109.8,7.9,0.7,1.6,98.4
CCOc1ccc(-n2c(SCC(=O)O)nc3sc4c(c3c2=O)CCCC4)cc1,102.4,-1.7,-0.8,81.7,11.3,0.1,-7.0,101.6
Cc1ccc(C)c(N2CCN(C(=O)CN3C(=S)NC(C)(C)CC3C)CC2)c1 (stereo unspecified),100.5,4.1,-0.4,121.1,-6.2,-3.5,-3.0,101.5
CC(C)(C)SCCNS(=O)(=O)c1ccc2ccccc2c1,.,2.4,-1.7,97.4,4.8,9.0,2.8,99.7
N#Cc1c2c(c(=S)n(-c3ccccc3)c1N)CCCC2,86.2,1.0,6.3,83.8,2.0,10.9,11.3,93.0
Cc1cccc(N2C(=O)CC(Sc3nc(-c4ccccc4)c4cc(Cl)ccc4n3)C2=O)c1 (stereo unspecified),94.2,0.5,0.7,101.4,2.6,-1.4,7.1,93.8
CC12CCC(=O)N1C(C(=O)N1CCN(c3ccccc3)CC1)CS2 (stereo unspecified),99.0,4.2,-2.1,105.6,3.7,-3.5,6.2,97.2
CCc1ccc(OCC(=O)N/N=C/c2ccc(OS(=O)(=O)c3ccc(C)cc3)c(OC)c2)cc1,111.5,4.4,1.2,101.7,-1.3,4.5,12.3,112.2
Cc1cc(C)nc(NS(=O)(=O)c2ccc(N/C=C/C(=O)c3ccc(Cl)c(Cl)c3)cc2)n1,97.4,5.3,-1.6,90.3,-8.6,5.6,-12.5,105.3
O=C(Nc1nnc(Cc2ccccc2)s1)c1cccs1,86.2[may fluoresce violet],-2.7,25.1,96.7,-1.8,5.0,-3.6,100.3
COc1ccc(NC(=O)CSc2nnc(CNC(=O)c3ccco3)n2-c2ccccc2OC)cc1,102.2,6.8,0.5,102.0,-4.2,4.9,-15.0,111.3
O=C(CCCCCn1c(=O)[nH]c2ccsc2c1=O)NCc1ccc2c(c1)OCO2,97.3,10.5,16.6,94.8,4.2,-8.6,20.7,100.1
Cc1ccc(C(=O)Nc2ccccc2N2CCCCC2)o1,73.4,-9.0,16.6,82.9,-3.3,3.4,-14.4,85.2
CCOc1ccc2nc(NC(=O)CS(=O)(=O)c3ccccc3)sc2c1,92.4,-8.0,14.4,95.6,15.1,9.4,0.5,108.4
COc1ccc(NC(=O)CN(C)CC(=O)Nc2ccc(Cl)c(S(=O)(=O)N(C)C)c2)cc1,96.0,1.2,8.1,97.5,-5.1,3.1,5.2,92.0
COc1cccc(NS(=O)(=O)c2c(C)cc(C)cc2C)c1,97.5,-1.6,-0.9,116.0,-1.5,2.2,5.4,102.8
Cc1ccc(/C=N/NC(=O)C2(C)CC2(Br)Br)cc1 (stereo unspecified),99.2,3.2,8.3,97.0,2.7,2.5,-14.6,96.9
CCOC(=O)CN1CCC(c2ccccc2)CC1,103.3,-10.5,-2.1,89.3,4.8,-6.7,-0.5,97.3
Cc1cc(CNC(=O)Cc2c(F)cccc2Cl)nn1C,96.5,2.5,2.0,96.2,-4.5,-1.2,-11.5,102.5
CC(=O)Nc1nc(C)c(Oc2ccccc2)c(=O)[nH]1,96.7,5.3,0.2,98.9,-2.6,-6.6,3.7,105.6
CC(C)C(NC(=O)c1ccccc1F)C(=O)Nc1nccs1 (stereo unspecified),97.4,11.2,0.5,115.3,-2.4,8.3,2.4,116.8
Cc1nc2ccccn2c(=O)c1NC(=O)c1cccc2ccccc12,99.4,4.7,2.2,104.6,2.5,-3.2,1.6,123.9
CCCCNC(=O)N(O)C1N(CCCC)C(=O)N(CC(=O)OC)C1(C)C (stereo unspecified),98.9,8.3,0.4,104.1,0.9,2.2,6.0,106.1
Cc1nnc(SCC(=O)N(C2CCCCC2)C2CCS(=O)(=O)C2)n1N (stereo unspecified),103.9,-4.5,8.9,100.7,6.1,-9.5,-7.5,109.8
CCN(CCO)c1ncnc2onc(-c3ccc(F)cc3)c12,104.1,1.6,-0.8,89.7,-6.8,-1.7,-2.3,98.5
CC(NC(=O)c1ccc(C(F)(F)F)cc1)C(c1ccccc1)N1CCOCC1 (stereo unspecified),100.8,8.6,4.9,97.1,-1.2,7.9,-8.9,99.1
O=C(Nc1c(-c2ccccc2)nc2ccccn12)c1ccccc1F,97.9,-5.5,6.3,93.5,-7.2,-1.8,-15.4,102.7
Cc1ccc(NC(=O)C(C)NS(=O)(=O)c2ccc(F)cc2)cc1C (stereo unspecified),103.2,-1.0,6.1,97.7,9.4,-2.3,-22.5,108.4
Cc1cc2cc(NC(=O)c3ccco3)ccc2[nH]1,94.7,-5.1,-0.2,92.7,-13.5,0.7,0.3,97.0
CC(C)Cn1c(=O)c(CCC(=O)Nc2ccc(N3CCOCC3)cc2)nc2cc(Cl)ccc21,99.7,9.1,0.4,91.8,-3.1,-1.2,-13.0,104.6
Cc1ccc(NC(=O)NNC(=O)COc2ccc([N+](=O)[O-])cc2)cc1C,99.9[may fluoresce green],4.5,3.7,103.1[may fluoresce green],-4.5,1.0,8.1,98.1[may fluoresce green]
CS(=O)(=O)N1CCN=C1SCc1cccc(F)c1,102.7,11.8,-2.1,99.7,-1.0,4.0,-0.3,108.1
Cc1ccc(C(c2nnnn2CS(=O)(=O)c2ccc(C)cc2)N2CCC(C(N)=O)CC2)cc1 (stereo unspecified),102.3,-4.5,3.6,99.7,2.2,-7.3,-17.6,101.6
Cc1ccc2scc(CN3CCCC3)c2c1,100.4,8.6,26.7,106.6,-0.4,-1.7,4.6,105.5
Cc1[nH]c2ccccc2c1C(=O)CSc1nc2cc(S(=O)(=O)N3CCCCC3)ccc2o1,90.6,-2.8,15.3,94.5,-9.4,-4.5,17.2,91.8
COC(=O)CNC(=O)c1c(-c2c(Cl)cccc2Cl)noc1C,103.8,1.8,-0.5,103.2,3.4,-0.8,-13.0,106.6
Cc1cc(NCCCn2ccnc2)n2ncc(-c3ccccc3)c2n1,95.7,-2.9,34.1,94.4,-2.3,-11.0,4.3,98.8
O=C(Nc1nc2ccc(F)cc2s1)c1cccs1,98.1,6.2,98.9*,116.1,-3.0,3.5,-14.3,104.4
CCC1CCCCN1C(=S)NCc1ccccc1 (stereo unspecified),99.7,-0.2,0.5,91.2,4.1,-4.9,-8.5,96.8
O=C(COC(=O)c1cc(S(=O)(=O)N2CCCC2)ccc1O)Nc1ccc(F)cc1F,92.5,.,1.4,103.7,-0.2,13.6,.,109.3
COc1ccccc1CNC(=O)C1CC2Cn3c(nc4cc5ccccc5cc43)C2N1C (stereo unspecified),97.3,15.2,2.0,96.0,-2.5,-4.8,0.2,106.4
COc1ccc(NC(=O)CN2C(=O)c3cccc4cccc2c34)cc1OC,101.6,-9.6,8.4,98.9,-4.0,-1.4,7.7,97.2
O=C(Cn1cnc2c(nnn2-c2ccccc2)c1=O)N1CCC(Cc2ccccc2)CC1,90.1,7.6,-0.3,89.3,6.2,-0.4,-1.9,95.7

# Structural class: those above with bromine
SMILES,RPL19A TOR yeast,EBNA-1 inh,AHR act,LAP4 TOR yeast,proCasp7 act,procasp3 activ,ZTA counter,MEP2 TOR yeast
COc1ccc(C(=O)NC(=S)N2CCOCC2)cc1Br,107.4,-3.4,3.2,72.6,-13.1,-6.3,2.0,102.2
Cc1ccc(/C=N/NC(=O)C2(C)CC2(Br)Br)cc1 (stereo unspecified),99.2,3.2,8.3,97.0,2.7,2.5,-14.6,96.9

# Some of these compounds in order of their number in LAP4 TOR yeast, high to low:
Molecule | LAP4 TOR yeast
Cc1ccc2scc(CN3CCCC3)c2c1 | 106.6
O=C(COC(=O)c1cc(S(=O)(=O)N2CCCC2)ccc1O)Nc1ccc(F)cc1F | 103.7
COC(=O)CNC(=O)c1c(-c2c(Cl)cccc2Cl)noc1C | 103.2
Cc1[nH]c2ccccc2c1C(=O)CSc1nc2cc(S(=O)(=O)N3CCCCC3)ccc2o1 | 94.5
Cc1cc(NCCCn2ccnc2)n2ncc(-c3ccccc3)c2n1 | 94.4
O=C(Cn1cnc2c(nnn2-c2ccccc2)c1=O)N1CCC(Cc2ccccc2)CC1 | 89.3

# (cont.)
SMILES,RPL19A TOR yeast,EBNA-1 inh,AHR act,LAP4 TOR yeast,proCasp7 act,procasp3 activ,ZTA counter,MEP2 TOR yeast
O=C(NCc1ccco1)/C(=C/c1ccco1)NC(=O)c1ccco1,99.1,5.1,-2.0,105.5,-5.5,-3.0,8.9,103.8
COc1ccc(/C=C/C(=O)Nc2cc(S(=O)(=O)N3CCOCC3)ccc2OC)cc1,99.7,.,-1.3,96.2,8.8,-4.1,.,110.2
COc1ccc(NC(=O)COC(=O)CCC2CCCC2)c(OC)c1,99.3,.,0.9,97.8,12.1,-9.5,.,101.5
Cn1c(=O)c2c(ncn2CC(N)=O)n(C)c1=O,103.0,-1.5,-0.6,99.6,-1.1,1.2,-4.7,103.3
COc1ccc(C(=O)NCCc2cn3ccccc3n2)cc1,91.5,-7.8,4.2,97.7,3.5,4.0,8.5,91.7
CCN(CC(=O)Nc1c(F)cccc1F)C(=O)C1CC(=O)N(CCc2ccc(OC)c(OC)c2)C1 (stereo unspecified),95.2,.,-0.5,104.5,-2.0,10.3,-9.5,94.3
CC(C)(C)C1CCC(C(=O)OCC(=O)N2CCOCC2)CC1 (stereo unspecified),102.5,8.3,-1.0,88.7,-6.0,8.1,7.1,95.8
O=C(c1ccc(F)cc1)N1CCCC(N2CCN(Cc3ccc4c(c3)OCO4)CC2)C1 (stereo unspecified),107.6,-11.7,2.3,99.3,2.8,6.6,11.9,109.1
Cc1cc(C)c(NC(=O)Cn2cc3c(n2)CCCC3)c(C)c1,99.5,4.2,-0.7,101.2,8.4,4.4,-2.2,102.2
O=C(COC(=O)c1nc(Cl)ccc1Cl)c1ccccc1Cl,93.3,-0.9,-2.0,116.1,1.0,3.6,-10.7,92.6
O=C(Nc1nc(-c2ccco2)cs1)c1ccccc1,94.3,-2.0,6.1,111.3,-9.2,-10.8,-1.2,93.8
COc1ccc(-c2ccc(SCC(=O)NCc3ccc4c(c3)OCO4)nn2)cc1OC,55.3[may fluoresce violet],-7.2,25.7,103.0[may fluoresce violet],0.1,1.6,17.2,107.4[may fluoresce violet]
O=C(N/N=C/C(Cl)=C/c1ccc([N+](=O)[O-])cc1)C(=O)Nc1ccc(C(=O)O)cc1,95.3,-1.8,-0.5,103.5,7.2,-7.3,-1.2,97.8

# Screening results: PubChem, several laboratories
